Source: PubChem
Tn7 DDE FP: disrupts Tn7 cyclic peptide binding to fibrin D-Dimer-E complex | P02675 | FP displacement of FITC-Tn7 peptide from fibrin DD(E); 0% = median of compound wells per plate | inhibition, % at 8.3 µM | 370,000 compounds, 0.13% hits | AID 720508;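 active = inhibition above the mean of compounds falling within the control limits plus 3 SD of them, cut at about 14% in these data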;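 note: 0% = plate median of compound wells and 100% = 10 µM Aha-Tn7 peptide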
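Test system: human clot-derived fibrin DD(E) complex / Quantity: 2 µM final DD(E) protein / Incubation: 10 min plus 3 h, room temperature / Measured by: fluorescence polarization / Benchmarks: high control of 10 µM Aha-Tn7 peptide / Replicates: singlicate testing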
UHRF1 MBD2 ctr: blocks human UHRF1 binding to methylated DNA; UHRF1 binding to methylated oligo, TR-FRET; inhibition, % at 4.4 µM; 370,000 compounds, 0.75% hits; in the data active = inhibition above about 21%;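 note: UHRF1 SRA domain binding a hemimethylated CpG hairpin DNA probe; 0% = median of test compound wells and 100% = reference inhibitor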
Target sequence (Q96T88 whole entry, looked up, the tested form may be a part): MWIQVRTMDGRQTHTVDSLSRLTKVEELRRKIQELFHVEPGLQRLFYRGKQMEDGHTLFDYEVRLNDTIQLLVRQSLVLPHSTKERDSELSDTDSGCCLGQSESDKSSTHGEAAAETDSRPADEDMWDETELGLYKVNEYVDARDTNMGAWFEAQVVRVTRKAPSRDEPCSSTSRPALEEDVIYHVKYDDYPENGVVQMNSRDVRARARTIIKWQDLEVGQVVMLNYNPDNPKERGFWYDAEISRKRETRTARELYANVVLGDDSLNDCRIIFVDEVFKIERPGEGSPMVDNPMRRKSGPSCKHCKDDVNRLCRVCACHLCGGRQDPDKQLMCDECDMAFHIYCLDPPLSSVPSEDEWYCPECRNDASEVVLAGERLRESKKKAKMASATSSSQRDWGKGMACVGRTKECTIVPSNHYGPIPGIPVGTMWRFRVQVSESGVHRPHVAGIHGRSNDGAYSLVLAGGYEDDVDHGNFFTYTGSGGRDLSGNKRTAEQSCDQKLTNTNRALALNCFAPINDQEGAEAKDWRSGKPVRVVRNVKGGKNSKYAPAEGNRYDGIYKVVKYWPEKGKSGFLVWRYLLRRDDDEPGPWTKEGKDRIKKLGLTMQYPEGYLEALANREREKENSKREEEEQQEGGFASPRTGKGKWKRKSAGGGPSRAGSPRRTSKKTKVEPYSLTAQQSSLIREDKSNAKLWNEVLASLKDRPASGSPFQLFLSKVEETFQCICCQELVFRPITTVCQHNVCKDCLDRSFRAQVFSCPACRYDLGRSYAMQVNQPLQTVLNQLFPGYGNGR
PLC-beta3 inh: inhibitors of human phospholipase C beta3 | Q01970 | Purified PLC-beta3, fluorogenic substrate, fluorescence | inhibition, % at 12.2 µM | 370,000 compounds, 0.18% hits | AID 720704; in the data active = inhibition above about 11%;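 note: 0% = median of compound wells on plate and 100% = full blocker control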
Tn6 DDE FP: DD(E)-Tn6 binding inhibition, primary FP screen; P02675; Fibrin DD(E) TRITC-Tn6 fluorescence polarization displacement; inhibition, % at 8.3 µM; 370,000 compounds, 0.21% hits;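 active = inhibition above a per-campaign cutoff: mean of compounds within control limits plus 3 SD, cut at about 15% in these data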;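 note: 0% = median of all compound wells on the plate and 100% = blocking peptide control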
ARFGAP1 inhibitor: inhibits rat ARF GTPase activating protein 1. Arfgap1-stimulated ARF1 GTP hydrolysis, GDP FP detection. inhibition, % at 16.5 µM. 360,000 compounds, 0.26% hits;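 active = inhibition above a per-plate limit, mean inhibition of low control wells plus 3 SD, cut at about 25% in these data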;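 note: 0% = DMSO wells with enzyme and 100% = wells lacking Arfgap1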
Target sequence (Q62848 1-136 limits assumed): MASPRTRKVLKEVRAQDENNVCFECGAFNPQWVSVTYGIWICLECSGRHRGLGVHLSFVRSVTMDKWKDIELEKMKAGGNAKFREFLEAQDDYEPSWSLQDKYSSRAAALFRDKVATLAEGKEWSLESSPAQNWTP
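system = rat Arfgap1 catalytic domain, aa 1-136 | technique = FP, GDP Alexa 633 tracer displaced from anti-GDP antibody, 620/688 nm | compound = one concentration, 16.5 µM, DMSO 1.26% | medium = HEPES-based buffer, pH 7.5 | timing = compound-enzyme preincubation 20 min, reaction 120 min, detection 60 min, 25 °C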
ADAM17 inh: ADAM17 inhibition, QFRET primary screen | recombinant ADAM17, EDANS/DABCYL FRET peptide cleavage | inhibition, % at 6.95 µM | P78536 | 370,000 compounds, 0.83% hits;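 active = inhibition above the mean of compounds lying between control limits plus 3 SD, set per campaign, cut at about 8.5% in these data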;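 note: 0% = DMSO-only wells as the low control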
MBD2 DNA inh: blocks human MBD2 binding to methylated DNA. Q9UBB5. TR-FRET, MBD2 binding to methylated oligonucleotide. inhibition, % at 4.4 µM. 370,000 compounds, 0.31% hits. AID 686964; in the data active = inhibition above about 13%
KLK7 zymogen act: activates the human kallikrein-7 zymogen. 370,000 compounds, 0.9% hits. P49862. AID 652039. purified proKLK7, EDANS-DABCYL substrate fluorescence; 100% is mature enzyme control, 0% vehicle. activation, % at 7 µM;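 active = activation above the mean of all tested compounds plus 3 SD, computed per campaign excluding outliers beyond control limits, cut at about 13% in these data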
PLCg1 inh: blocks human PLC-gamma1 enzyme activity | purified PLC-gamma1, fluorogenic substrate, fluorescence | inhibition, % at 12.2 µM | 370,000 compounds, 0.84% hits | AID 720700; in the data active = inhibition above about 9.5%
ASAP1 GAP inh: ASAP1 ArfGAP inhibition. inhibition, % at 16.5 µM. 360,000 compounds, 0.19% hits. AID 624377. ASAP1-stimulated ARF1 GTP hydrolysis, GDP FP detection; in the data active = inhibition above about 25%;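 note: 0% = vehicle with enzyme and substrate and 100% = no enzyme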
The depositor's hits bear a star; x = not tested or not shown.

SMILES	Tn7 DDE FP	UHRF1 MBD2 ctr	PLC-beta3 inh	Tn6 DDE FP	ARFGAP1 inhibitor	ADAM17 inh	MBD2 DNA inh	KLK7 zymogen act	PLCg1 inh	ASAP1 GAP inh
Cc1cccc(-c2nnc(-c3ccccc3)o2)c1	-2	-4	0	-10	-17	-3	0	-0.7	2	9
Cc1cccc(NC(=O)Cn2c(C)c(C#N)c3ccccc32)c1C	4	-3	2	-4	0	-4	2	-0.3	1	9
COc1ccccc1C(=O)Nc1ccc2c(c1)nc1n2CCN(Cc2ccccc2)C1	5	0	-99	0	4	-31	0	0.8	-62	14
Cc1c(NC(=O)C(C)N2C(=O)c3ccccc3C2=O)c(=O)n(-c2ccccc2)n1C (stereo not given)	0	-1	0	-3	8	-2	4	0.3	1	-3
Cc1c(NC(=S)NC(=O)C2CCCCC2)c(=O)n(-c2ccccc2)n1C	2	1	1	-3	2	-5	-3	-0.2	-2	2
CCOc1ccc(NC(=O)CCNS(=O)(=O)c2cccc3nsnc23)cc1	-7	0	-1	0	5	2	-4	-0.5	4	-14
CCCCN1C(N)=NC[C@@H]1Cc1ccccc1	1	-1	-2	-8	6	-1	0	-0.4	1	1
O=C(CNC(=O)c1ccccc1)NC1(C(=O)NC2CCCC2)CCCCC1	3	1	2	-3	9	-5	7	0.4	7	-1
CC1CCN(C(=O)CSc2nnc(-c3ccc(S(=O)(=O)N4CCOCC4)cc3)n2C)CC1	-16	8	5	-1	12	-1	2	-0.3	9	5
NC(=S)NC(=O)/C=C/c1ccccc1	3	-4	3	-1	5	-2	-5	0.0	1	1
COc1ccc(CC(NC(C)=O)C(=O)NC2CCN(C(=O)c3cnccn3)CC2)cc1 (stereo not given)	-1	1	-3	-1	1	0	1	0.0	1	13
CCOC(=O)C1CCCN(C(=O)c2cccc(N3C(=O)c4ccccc4C3=O)c2)C1 (stereo not given)	-3	-1	-4	-4	3	1	-2	0.5	2	1
Cc1ccccc1Nc1nc(N)nc(CSc2nnc(-c3ccccc3)n2C)n1	-4	-2	2	-2	9	-4	-2	-0.2	1	7
COc1ccc(N(CC(=O)NCc2ccc3c(c2)OCO3)C(=O)c2csnn2)cc1	1	-2	-1	-3	19	-1	1	0.7	-2	-8
CC(=O)c1c(N)nc2n(c1=O)CCCCC2	5	0	1	5	-4	-4	1	-0.1	-3	-4
CCOC(=O)c1c(C)nsc1NCc1ccccc1	4	3	-9	-6	3	-3	1	-0.5	1	10
Cc1cc(C(=O)N2CCC(Cc3ccccc3)CC2)c(C)o1	4	-2	-7	1	-7	-3	-2	-0.3	-1	7
COc1ccccc1N1CCN(C2=Nc3cccc4cccc2c34)CC1	3	-5	-114	4	-3	-7	-4	2.9	-98	-22
O=C1NC[C@H](Cc2ccccc2)N(CC2CCN(CCc3ccc(-c4ccccc4)cc3)CC2)C1=O	-2	0	2	3	7	-7	5	-0.3	2	0
Cc1cc(NC(=O)COC(=O)C2CCN(S(=O)(=O)c3cccc(Cl)c3Cl)CC2)no1	0	-1	-1	-4	11	-4	-1	-0.2	2	5
O=[N+]([O-])c1cccc(-c2nnc3c4ccccc4c4ccccc4n23)c1	-1	-2	5	1	3	-2	-4	-0.1	5	-9
O=C(Nc1csc(Cl)c1)c1ccccc1	-9	3	-7	-4	6	1	-2	0.6	3	-8
CN1C(=O)CC(NNC(=O)c2ccccc2)C1=O (stereo not given)	2	-1	-1	2	5	-5	-1	0.1	3	4
CC(=O)Nc1ccc(S(=O)(=O)N2CCN=C2SCc2ccc([N+](=O)[O-])cc2)cc1	1	-4	-8	-8	10	2	-5	-0.2	0	2
CC(=O)Nc1ccc(CN2C(=O)C(Cc3ccccc3)ON=C2c2cccc(F)c2)cc1 (stereo not given)	0	2	-5	3	7	4	0	0.1	4	0

An excerpt from the list above, as a working copy:
SMILES	Tn7 DDE FP	UHRF1 MBD2 ctr	PLC-beta3 inh	Tn6 DDE FP	ARFGAP1 inhibitor	ADAM17 inh	MBD2 DNA inh	KLK7 zymogen act	PLCg1 inh	ASAP1 GAP inh
Cc1cccc(-c2nnc(-c3ccccc3)o2)c1	-2	-4	0	-10	-17	-3	0	-0.7	2	9
Cc1cccc(NC(=O)Cn2c(C)c(C#N)c3ccccc32)c1C	4	-3	2	-4	0	-4	2	-0.3	1	9
COc1ccccc1C(=O)Nc1ccc2c(c1)nc1n2CCN(Cc2ccccc2)C1	5	0	-99	0	4	-31	0	0.8	-62	14
Cc1c(NC(=O)C(C)N2C(=O)c3ccccc3C2=O)c(=O)n(-c2ccccc2)n1C (stereo not given)	0	-1	0	-3	8	-2	4	0.3	1	-3
Cc1c(NC(=S)NC(=O)C2CCCCC2)c(=O)n(-c2ccccc2)n1C	2	1	1	-3	2	-5	-3	-0.2	-2	2
CCOc1ccc(NC(=O)CCNS(=O)(=O)c2cccc3nsnc23)cc1	-7	0	-1	0	5	2	-4	-0.5	4	-14

New compounds follow.
SMILES	Tn7 DDE FP	UHRF1 MBD2 ctr	PLC-beta3 inh	Tn6 DDE FP	ARFGAP1 inhibitor	ADAM17 inh	MBD2 DNA inh	KLK7 zymogen act	PLCg1 inh	ASAP1 GAP inh
CS(=O)(=O)N(CC(=O)N1CCCCCC1)c1ccc(Cl)cc1	1	29*	-3	-2	1	1	-2	0.0	4	-7
Cc1ccc(NC(=O)N2CCN(C/C=C/c3ccccc3)CC2)cc1	5	1	-3	5	6	-4	0	-0.4	1	4
Cc1nn(Cc2ccccc2)c2c1C(c1ccccc1)C(C#N)=C(N)O2 (stereo not given)	-4	-8	6	1	2	2	-6	0.1	4	12
C=C(C)C1CC=C(CN2CCN(Cc3ccccc3)CC2)CC1 (stereo not given)	-2	-1	-3	2	-11	-3	-1	0.2	4	13
Cc1nc(C(=O)NNC(=O)c2c(-c3c(Cl)cccc3Cl)noc2C)cs1	-2	0	6	-1	-5	-1	2	0.1	2	-7
CC(C(=O)NCc1ccccc1)N1C(=O)C2CC=C(Cl)CC2C1=O (stereo not given)	-11	0	-26	-3	7	-2	1	-0.5	-21	-13
COC(=O)CN(c1ccccc1)S(=O)(=O)c1ccc(F)cc1	4	0	-4	1	-5	-9	6	-0.5	2	5
CCCCn1nnnc1C(c1cc2ccccc2o1)N(Cc1ccccc1)Cc1ccccc1 (stereo not given)	3	1	2	2	-1	-5	1	-0.1	1	0
Cc1cccn2c(CN(C)CC3CCCCO3)c(C(=O)N3CCCCC3)nc12 (stereo not given)	-4	-1	-7	0	11	-1	1	0.0	-1	-12
O=c1c2ccccc2nc(-c2ccco2)n1/N=C/c1ccco1	9	-2	5	3	-5	1	1	0.5	1	3
COc1ccc(CCN2CC(C(=O)NCc3ccccc3)CCC2=O)cc1 (stereo not given)	-5	-1	-4	-5	-7	-4	2	-0.5	2	-10
CC1CCN(C2CC(=O)N(c3ccc(Br)cc3Br)C2=O)CC1 (stereo not given)	-7	0	-2	-3	-8	-2	1	0.2	0	-6
COc1ccc2[nH]c(=O)c(COC(=O)c3ccco3)cc2c1	-1	0	-26	5	-10	-39	1	-0.1	-27	0
Cc1ccc(Cn2ccc(NC(=O)c3noc4c3CCCCC4)n2)cc1	2	-1	-69	4	4	1	-5	-0.4	-3	8
CC1=NN(S(=O)(=O)c2ccc(Cl)cc2Cl)C(=O)c2ccccc2O1	-3	-2	-6	-8	3	0	1	-0.5	-1	4
O=C1CN(S(=O)(=O)c2ccc(F)cc2)CCN1	-2	0	2	-4	8	-1	1	0.0	-1	-9
O=C(COc1ccccc1C(=O)NCc1ccccn1)Nc1ccc(Br)cc1	-5	-2	-2	5	9	-3	4	0.1	3	8
Cc1cc(C)c(S(=O)(=O)N(C)c2ccccc2)c(C)c1	-5	1	2	4	-9	3	0	0.1	3	-16
CC[C@]1(C(=O)OC)[C@H]2C(=O)N(C)C(=O)[C@H]2[C@H]2CN=C(SCc3ccc(C#N)cc3)N21	-2	-3	5	2	2	0	5	0.0	1	-3
CCCS(=O)(=O)N1CCN(c2ccccc2F)CC1	0	2	2	7	2	-1	0	-0.7	1	3
CN(C)Cc1c(O)ccc2occ(C(=O)c3ccccc3)c12	6	-2	-16	-2	-1	-9	-3	-1.1	-14	2
CC(C)(C)c1ccc(NC(=O)c2cc[n+]([O-])cc2)cc1	-2	2	-2	0	3	2	-2	-0.3	5	-4
COc1ccccc1Cc1c(C2CCCCC2)nc2ccc(C)cn12	-9	14	-12	1	-4	-13	2	-0.2	-4	7
C=CCN(Cc1nc(-c2ccccc2)no1)C(=O)c1ccoc1C	-3	0	-3	-10	4	-1	-4	0.7	-4	5
O=C(O)C1CCN(c2ccc(Cl)nn2)CC1	-4	0	-2	2	3	-2	-1	-0.6	-5	3
The results go on.
SMILES	Tn7 DDE FP	UHRF1 MBD2 ctr	PLC-beta3 inh	Tn6 DDE FP	ARFGAP1 inhibitor	ADAM17 inh	MBD2 DNA inh	KLK7 zymogen act	PLCg1 inh	ASAP1 GAP inh
O=C(CSc1nccc(-c2cccs2)n1)Nc1cccc(Cl)c1Cl	-1	1	-6	0	0	-3	-1	-0.4	-2	4
CCN(CCNC(=O)Cn1cc2c(n1)CCCC2)c1ccccc1	6	0	-3	11	-13	-3	4	-0.3	-2	-21
Cc1ccc(CCN2CC(C(=O)NCCCN3CCCCC3)CC2=O)cc1 (stereo not given)	5	1	-11	9	4	-1	7	0.1	3	13
CCCCC(CCCCl)C(=O)Nc1ccccc1 (stereo not given)	4	-1	3	2	-9	-1	2	-0.9	-1	13
COCC(C)n1c(SCC(=O)Nc2cc(C)on2)nc2ccccc2c1=O (stereo not given)	2	1	-19	6	2	-4	-2	0.0	1	-17
CNC(=S)N(CCc1c(C)[nH]c2ccc(C)cc12)Cc1cccs1	5	2	-6	-4	10	9.8*	-4	0.4	1	26*
O=C1CCCc2nc(N3CCCCC3)sc21	-1	-2	4	3	-9	0	0	0.0	4	-11
O=C(N/N=C1/CC2C=CCC12)c1ccco1 (stereo not given)	-2	-4	-2	-8	13	-6	1	-1.5	-4	-2
O=C1CS/C(=N\N=C\c2ccccc2Cl)N1CC1CC1	1	25*	-6	0	-6	-1	11	0.5	-1	1
COc1cc(NC(=O)c2ccco2)c(C(=O)O)cc1OC	0	1	-11	2	-9	-5	0	0.0	-6	-8
OC[C@H]1O[C@H](OCc2ccccc2)[C@H](O[C@@H]2OC[C@@H](O)[C@H](O)[C@H]2O)[C@@H](O)[C@@H]1O	0	-2	4	0	7	-2	1	0.1	4	4
CCOc1ccc2sc(NS(=O)(=O)c3ccc(N)cc3)nc2c1	-6	0	-6	-2	3	-4	-2	-0.7	-1	-4
CCN(CC)S(=O)(=O)c1cc(NS(=O)(=O)c2c(Cl)cccc2Cl)ccc1C	-13	4	8	-3	11	6	-2	-0.5	3	-8
COC(=O)[C@]1(CNC(=O)NCCc2ccc(OC)c(OC)c2)CC(=O)N(C)[C@@H]1c1ccccc1	-15	0	5	0	x	5	-6	-0.2	4	x
Cc1nc(C(=O)N(C)C)nn1-c1ccc(Cl)cc1Cl	-11	0	3	-3	4	0	-5	0.0	-1	0
Cc1sc2nc(CSCC(=O)N(CCC#N)c3ccccc3F)[nH]c(=O)c2c1C	-5	0	-14	-5	-3	-4	-1	-0.8	-6	8
